Bioassay records: PubChem BioAssay, National Center for Advancing Translational Sciences (NCATS)
G9a inh: inhibitors of human histone lysine methyltransferase G9a. G9a H3K9 monomethylation, AlphaScreen, 2 h. AID 504332. Potency, µM (doses to about 102 µM), without a hit: at the highest dose activity, negative = inhibition, actives largely listed as inhibitors. Q96KQ7. hit rate 8.8% among 350,000; further: potency means the concentration at half of the fitted maximal effect; on the % scale 0 is the no-effect control and ±100 the full control effect; nearly all actives have a fitted effect of over 75% in size
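Compounds were preincubated with 20 nM G9a for 15 min, after which biotinylated H3K9 peptide (500 nM) and SAM (20 uM) started a 2 h room-temperature reaction. Monomethylated product was quantified by antibody-based AlphaScreen chemiluminescence.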
ERG-DNA inh: blocks human ERG Ets domain binding to DNA | Potency, µM (doses to about 76.9 µM), for the others: top-dose FP activity, negative = inhibition, usual class: inhibitors | P11308 | hit rate 0.028% among 370,000 | fluorescence polarization, His-ERG Ets domain / labelled DNA | AID 624246; active means well fitted inhibition curve with a large enough effect in the polarisation, with a control signal flat; inconclusive means small, poorly fitted or top-dose-only effect, or effect the other way, or a change in a side signal; inactive means no such curve, though single readings can be large or run the other way; the % refers to the polarisation;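 further: polarization taken with two DNA probes labelled with fluorescein and Texas red; potency means the concentration at half of the fitted maximal effect; % of control where 0% means no effect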
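His-tagged ERG Ets domain (1 uM in the protein solution; 300mM KCl, 50mM Tris-HCl, 1mM EDTA, 1mM DTT, pH 7.5) received compound, then a probe mix of 5 nM fluorescein-DNA and 100nM Texas-615-DNA. Fluorescence polarization was read for both dyes.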
HP1b chromo inh: inhibitors of HP1-beta chromodomain binding to methylated histone tails; AID 540317; hit rate 0.56% among 390,000; AlphaScreen HP1-beta / biotin-H3K9me3 peptide binding; P83916; Potency, µM (highest dose often 114 µM), for the others: top-dose activity change, negative = inhibition, hits mostly inhibitors; further: potency means the concentration at half of the fitted maximal effect; nearly all actives have a fitted effect of over 70% in size; inactives centre near 23
Target sequence (P83916 whole entry, looked up): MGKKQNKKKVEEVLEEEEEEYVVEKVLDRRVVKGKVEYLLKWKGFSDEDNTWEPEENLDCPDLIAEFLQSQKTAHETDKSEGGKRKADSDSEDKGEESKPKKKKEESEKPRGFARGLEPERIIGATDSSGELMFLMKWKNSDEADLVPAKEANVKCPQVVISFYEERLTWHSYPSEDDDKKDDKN
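HP1-beta protein (50 nM final) preincubated 30 min at room temperature with biotinylated H3(1-18)K9me3 peptide (50 nM) in PBS pH 7.4, 0.01% Tween-20, then compound added for 30 min. AlphaScreen streptavidin donor/nickel chelate acceptor beads (10 ug/mL final), 30 min dark, luminescence read.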
ALOX12 inh: inhibitors of human 12S-lipoxygenase ALOX12. purified 12hLO, xylenol orange hydroperoxide absorbance. Potency, µM (doses to about 108 µM), for the others: top-dose activity change, negative = inhibition, hits mostly inhibitors. P18054. hit rate 1.1% among 580,000; further: potency means the concentration at half of the fitted maximal effect; on the % scale 0 is the no-effect control and ±100 the full control effect
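Hydroperoxide product was detected by ferrous iron/xylenol orange as the 573 to 405 nm absorbance ratio. Arachidonic acid at 40 uM (final) was turned over for 30 min at room temperature by 150 nM human 12hLO, pH 7.0 Hepes buffer, after 15 min compound preincubation.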
JMJD2A Tudor: inhibitors of human JMJD2A Tudor domain | AID 504339 | AlphaScreen JMJD2A-Tudor / H3K4me3 peptide binding | hit rate 4.4% among 390,000 | Potency, µM (doses to about 114 µM), without a hit: at the top dose activity change, negative = inhibition, hits mostly inhibitors; further: potency means the concentration at half of the fitted maximal effect; on the % scale 0 is the no-effect control and ±100 the full control effect; nearly all actives have a fitted effect of over 50% in size
PI4K2A block: inhibitors of human PI4K2A. Q9BTU6. purified PI4K2A, ADP-Glo luminescence, 1 h; stronger effect = lower value. activity change, negative = inhibition, % at 76.9 µM. hit rate 0.13% among 420,000. AID 1346378; in the data active means activity change below about -50%; inconclusive means mostly about -30% to -49%;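 further: -100% = wells without enzyme as full effect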
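In this quantitative HTS, ADP production by PI4K2A was quantified luminescently after 1 h at ambient temperature; 100 microM adenosine served as plate-quality control.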
BAZ2B inh: inhibitors of human BAZ2B bromodomain | AID 504333 | hit rate 4.4% among 360,000 | Potency, µM (doses to about 114 µM), for inactives: top-dose activity change, negative = inhibition, most hits filed as inhibitors | AlphaScreen BAZ2B-H3K14Ac peptide displacement | Q9UIF8; further: potency means the concentration at half of the fitted maximal effect; on the % scale 0 is the no-effect control and ±100 the full control effect; nearly all actives have a fitted effect of over 60% in size
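Compounds, titrated to a top concentration of 110 uM, were incubated 30 min at room temperature with preformed BAZ2B/acetyl-K14 H3 peptide complex (50 nM each). Proximity signal was measured by AlphaScreen after 20 min with beads.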
GLS inh: blocks human kidney-isoform glutaminase activity; O94925; GLS enzymatic activity, qHTS titration; Potency, µM (top dose mostly 45.5 µM), without a hit: top-dose activity change, negative = inhibition, actives largely listed as inhibitors; hit rate 0.21% among 410,000; further: potency means the concentration at half of the fitted maximal effect; on the % scale 0 is the no-effect control and ±100 the full control effect
Target sequence (O94925 whole entry, looked up, canonical isoform): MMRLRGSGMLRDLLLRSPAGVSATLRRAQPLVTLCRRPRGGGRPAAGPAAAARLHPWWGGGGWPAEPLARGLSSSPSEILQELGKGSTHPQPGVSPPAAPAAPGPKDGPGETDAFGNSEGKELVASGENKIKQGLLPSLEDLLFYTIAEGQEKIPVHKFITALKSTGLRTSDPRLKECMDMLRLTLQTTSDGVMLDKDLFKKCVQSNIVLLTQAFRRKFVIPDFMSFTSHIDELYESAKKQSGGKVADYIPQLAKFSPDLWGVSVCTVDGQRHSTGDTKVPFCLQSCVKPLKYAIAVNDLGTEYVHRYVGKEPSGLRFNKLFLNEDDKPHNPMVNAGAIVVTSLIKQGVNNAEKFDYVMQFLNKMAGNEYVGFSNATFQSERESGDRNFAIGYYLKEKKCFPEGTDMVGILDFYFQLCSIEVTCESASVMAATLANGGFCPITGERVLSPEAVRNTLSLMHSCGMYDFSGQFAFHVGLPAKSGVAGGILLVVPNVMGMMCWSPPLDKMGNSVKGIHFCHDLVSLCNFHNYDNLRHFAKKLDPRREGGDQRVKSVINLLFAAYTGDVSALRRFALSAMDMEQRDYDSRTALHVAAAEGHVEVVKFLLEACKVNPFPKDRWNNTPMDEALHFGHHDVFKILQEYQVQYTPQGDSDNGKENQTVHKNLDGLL
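Coupled fluorescence readout: glutamate oxidase/HRP/Amplex Red detect glutamate formed by hKGA from L-glutamine (1 mM solution added). Buffer 45 mM KH2PO4 pH 8.2, 0.02% Tween-20; reads at t0 and 30 min RT.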
RGS4 inh: blocks human RGS4-accelerated GTP hydrolysis; P49798; Transcreener GDP fluorescence polarization, RGS4-accelerated GTP hydrolysis; Potency, µM (highest dose often 114 µM), inactives show at the highest dose activity change, negative = inhibition, actives largely listed as inhibitors; hit rate 0.039% among 390,000; further: potency means the concentration at half of the fitted maximal effect; on the % scale 0 is the no-effect control and ±100 the full control effect; nearly all actives have a fitted effect of over 75% in size; some results filed as inactive show a strong effect at the top dose
Target sequence (P49798 whole entry, looked up): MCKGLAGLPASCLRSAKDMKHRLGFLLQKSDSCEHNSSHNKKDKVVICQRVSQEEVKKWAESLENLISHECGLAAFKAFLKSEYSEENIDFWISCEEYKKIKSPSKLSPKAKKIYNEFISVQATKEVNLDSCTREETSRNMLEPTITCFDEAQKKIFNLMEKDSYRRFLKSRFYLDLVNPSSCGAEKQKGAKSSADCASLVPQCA
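MLSMR compounds (23 nl, pin-transferred) preincubated 10 min at room temperature with a 500nM (2x) first reagent, then RGS4 at 900nM (2x) plus Transcreener GDP mix added; fluorescence polarization (620/688 nm) read before and after 90 min at 30 °C.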
The depositor's hits bear a star; ? = inconclusive; . = no result given; & = joins results of further samples; [ ] = another dose, or the depositor's remark. Unless noted, the call rests on the fitted dose curve; in most records, active means well fitted curve in the direction sought with a large enough effect; inconclusive means small, poorly fitted or top-dose-only effect, or another doubt; inactive means no such curve, though single readings can be large; an effect the other way counts as inactive or inconclusive. This is a subset (hit frequency here may not be typical).

SMILES | G9a inh | ERG-DNA inh | HP1b chromo inh | ALOX12 inh | JMJD2A Tudor | PI4K2A block | BAZ2B inh | GLS inh | RGS4 inh
Cc1ccc(C)c(N2CCN(S(=O)(=O)c3cc(-c4cc(C)no4)ccc3C)CC2)c1 | -7%[59 µM] | -2% | 26% | -8% | -16% | -2 | -7% | 2% | 1%
O=C(NC(=S)N1CCCCC1CO)c1cc(Br)ccc1Cl (stereo not drawn) | ? | -4% | -13% | ? | 7.9µM* | -10 | 6% | -5% | -28%
Cc1ccn2cc(-c3ccc(NS(=O)(=O)c4ccccc4)cc3)nc2c1 | ? | 18% | 7% | -23% | -11% | 3 | -38% | 12% | -48%
O=C(COC(=O)c1ccc2c(c1)OCO2)NC1CCCCC1 | . | 7% | 49%[activator] | 3% | -1% | 4 | . | -12% | -20%
Cc1cc(C)c(S(=O)(=O)NCCn2c(C)cc3ccccc32)c(C)c1 | -4%[59 µM] | ? | 25% | 11% | ? | -1 | -12% | 2% | -1%
S=c1nc(-c2ccc(Br)cc2)[nH]c2ccccc12 | . | -5% | 22% | -1% | -10%[11.4 µM] | 5 | 3% | 6% | 16%[11.4 µM]
O=C(NCCN1CCN(C(=O)c2ccccc2Cl)CC1)C(=O)NCc1ccccc1 | -4% | -5% | 16% | -13% | -5% | 2 | -3% | 3% | -8%
CCOc1ccc(OCCC(=O)OCC(=O)Nc2cc(C)nn2-c2ccccc2)cc1 | 11%[0.501 µM] | -2% | 4% | -14% | -26% | 7 | 6% | 17% | 6%
C=CCC[C@@H](Cc1ccc(F)cc1)C(=O)OC[C@@H](NC(=O)[C@@H](CC=C)CC(=O)N[C@@H](CO)Cc1ccccc1)C(C)(C)C | . | 7% | 9% | -10% | -27% | 4 | . | -6% | -7%
CCOC(=O)C1CCN(Cc2cn3c(-c4ccc(OC)cc4)nnc3s2)CC1 | 13µM* | 11% | 3%[57 µM] | -3% | -24% | 5 | ? | -9% | -39%
O=C(O)CC(C(=O)O)c1cn(Cc2ccccc2)c2ccccc12 (stereo not drawn) | 0%[59 µM] | -8% | 2% | 360%[activator] | -24% | 3 | -1% | 3% | 7%
Clc1cnc(Nc2cccnc2)c(Cl)c1 | -12% | -15% | 17% | -5% | -1% | -1 | -2% | 3% | -7%
O=C(O)C1CCCCC1C(=O)Nc1ccc(S(=O)(=O)N2CCCCCC2)cc1 (stereo not drawn) | -12% | -3% | ? | -7% | -10% | -13 | -11% | -11% | 13%
CC(C)CC(NC(=O)C1CCCCC1)C(=O)Nc1cccc(C(F)(F)F)c1 (stereo not drawn) | -2%[59 µM] | 0% | 15% | 7% | -10% | 0 | 3% | 3% | -5%
Cc1cc[n+](-c2ccccc2)c2ccccc12 | 25µM* | -8% | 39%[activator] | -10% | -23% | -6 | -34% | -6% | 11%
CC(CCc1ccccc1)NC(=O)c1nnc(Cc2ccc(F)cc2)o1 (stereo not drawn) | -8% | 4% | 30% | -8% | -12% | -7 | 2% | -14% | -19%
CC(NC(=O)c1cccc(Br)c1)c1ccccc1 (stereo not drawn) | -3% | -8% | 31% | -9% | 10% | 1 | -20% | -2% | -2%
CCc1cc(=O)oc2cc(OCC(=O)N3CCCc4ccccc43)ccc12 | 81%[activator][59 µM] | . | 27% | ? | -16% | -3 | -32% | -1% | -21%
O=C(O)/C=C/C(=O)Nc1ccc(Cl)c(C(=O)O)c1 | ? | 12% | 33% | ? | -15% | -1 | ? | 0% | 1%
O=C(Nc1ccccc1Cl)c1ccn[nH]1 | 46%[activator] | 0% | 26% | 424%[activator] | -13% | 12 | 3%[57.1 µM] | -4% | 6%
COc1ccc(CCN(C)c2ccc(C(N)=O)cc2[N+](=O)[O-])cc1OC | -23% | -9% | 19% | -16% | -15% | 1 | -33% | -22% | 30%
CC(C)CC(NC(=O)OC(C)(C)C)c1cn([C@@H](CCC(=O)OC(C)(C)C)C(=O)N2CCN(C(=O)OC(C)(C)C)CC2)nn1 (stereo partly drawn) | 21%[59 µM] | -9% | 24% | 18% | -22% | 5 | -3% | -8% | 11%
CCOC(=O)N1CCc2c(sc(NC(=O)C3COc4ccccc4O3)c2C(N)=O)C1 (stereo not drawn) | ? | -1% | 35% | ? | -5% | 0 | -3% | -5% | -26%
CCOc1ccc(CNS(=O)(=O)c2ccc(-c3cc(C(F)(F)F)on3)s2)cc1 | -18%[59 µM] | -1% | 30% | -12% | -10% | -1 | 1% | -3% | -19%
CCCC(=O)OCC(=O)Nc1ccc2[nH]c(=O)[nH]c2c1 | 27%[12.7 µM] | 4% | 26% | -21% | -24% | 0 | -21% | -5% | 22%

Continued:
SMILES | G9a inh | ERG-DNA inh | HP1b chromo inh | ALOX12 inh | JMJD2A Tudor | PI4K2A block | BAZ2B inh | GLS inh | RGS4 inh
CCCCCCCNC(=O)CC(NS(=O)(=O)c1ccc(NC(C)=O)cc1)C(C)C (stereo not drawn) | 0% | 1% | 28% | 0% | -6% | -4 | -6% | 1% | -49%
S=C(NCc1ccc2c(c1)OCO2)Nc1ccc2nsnc2c1 | ? | 26% | 8% | ? | ? | 0 | -30% | -4% | 10%
CCOc1cc(-c2nc(-c3ccc(C)nc3OCC)no2)cc(OCC)c1OCC | 1%[12.7 µM] | 2% | 29% | 8% | -12% | 0 | 13% | -11% | 8%
O=C(CN1C(=O)C(=O)N(C2CCCC2)C1=O)Nc1cc(Cl)ccc1[N+](=O)[O-] | . | -8% | 7% | 267%[activator] | -10% | 2 | . | -1% | 1%
COc1cccc(NC(=O)c2oc3ccccc3c2NC(=O)Cc2cccc(C)c2)c1 | 6%[59 µM] | 6% | 51%[activator] | -18% | -13% | 3 | -9% | -7% | -10%
CCOC(=O)N1CCN(c2nnnn2-c2ccccc2)CC1 | 10%[12.7 µM] | 3% | 14% | 133%[activator] | -15% | 0 | 7% | -7% | -39%
Cc1cnc(C(=O)OCC(=O)Nc2ccc3c(c2)OCCO3)cn1 | ? | 1% | 27% | ? | -8% | 5 | -6% | -5% | -20%
O=C(CSc1nnc(Cc2ccccc2)n1-c1ccc(Cl)cc1)N1CCOCC1 | 10%[59 µM] | 7% | 19% | 11% | -21% | -2 | 1% | -1% | -15%
Cc1cc2nnc(SCC(=O)NCC3CCCO3)n2c2ccccc12 (stereo not drawn) | -32% | 9% | 16% | 17% | -20% | 1 | -2% | 1% | 6%
Cc1cc(NC(=O)Cc2cc(F)cc(F)c2)no1 | 29%[0.501 µM] | -2% | 30% | . | -3% | -4 | ? | 6% | -10%
Cc1cc(C(=O)OCC(=O)Nc2ccccc2F)c(C)o1 | 18%[0.501 µM] | -4% | 26% | -3% | -10% | -6 | -11% | 2% | -11%
Cc1ccc(CNC(=O)CSc2nnnn2C)cc1 | 2%[59 µM] | 4% | 32%[activator] | -17% | 9% | 6 | 7% | . | -12%
Cc1ccc2nc(N3CCN(c4cccc(C)c4C)CC3)c3nnnn3c2c1 | 30%&-7%[59 µM] | -1%&12% | 41%&71% | 6%&45% | 35%&11% | -1&5 | 13%&6% | 1%&-7% | -13%&7%
COc1ccc(/C=c2\s/c(=C\C(=O)C(C)(C)C)[nH]c2=O)cc1O | . | 11% | 20% | ? | -27% | -6 | ? | 10% | 7%
CC(=O)c1ccccc1OC(=O)c1ccc(-c2ccccc2)cc1 | . | 14% | 136%[activator] | 203%[activator] | 76%[activator] | -2 | . | 4% | 2%
CCN(CC)c1cc(C)c2cc(NC(=O)c3cccs3)ccc2n1 | 20%[59 µM] | -11% | 23% | 4% | -12% | 1 | -18% | -23% | -7%
CCOC(=O)CC(=O)CSc1nc2c(C)c(C)ccc2cc1C | 30%[activator][59 µM] | 2% | 199%[activator] | -9% | 21%[57.1 µM] | 0 | 95%[activator] | -7% | -2%[56.9 µM]
O=C(Nc1cccc(C(F)(F)F)c1)c1cccnc1N1CCCC1 | -5%[59 µM] | -18% | 18% | 0% | -9% | 4 | -2% | 10% | 11%
O=C(NN=Cc1ccc(O)cc1O)c1ccccc1NS(=O)(=O)c1cccs1 | . | 0% | 30% | 0% | ? | -3 | . | 46%[activator] | 3%
CCC1CCCCN1C(=O)CSC1=NN2CCCC(=O)N=C2S1 (stereo not drawn) | 13% | 7% | 58%[activator] | 10% | -8% | -2 | -4% | -6% | -19%
O=S(=O)(c1ccc(S(=O)(=O)N2CCCC2)cc1)N1CCCCCC1 | 3% | . | 15% | -12% | -7% | 0 | 4% | 1% | 15%
CCOc1ccc(C(=O)NCC(=O)OCc2c(F)cccc2Cl)cc1OCC | 7% | -9% | 37% | -14% | 20% | 1 | 9% | 3% | -7%
Cc1c(C(=O)NCC(c2ccco2)N2CCCC2)sc2ccccc12 (stereo not drawn) | . | -1% | 21% | -12% | -23% | 10 | . | 13% | -23%
CCCC(=O)c1cc2cc(Cl)ccc2oc1=O | 14%[59 µM] | -2% | 20% | -10% | -11% | 6 | -6% | 16% | -14%
COc1cccc(C2NC(=S)NC(C)=C2C(=O)c2ccccc2)c1OC (stereo not drawn) | 22µM* | -8% | 43%[activator] | 45µM* | -24% | -2 | ? | -6% | ?
Cc1nnc(NC(=O)c2nn(CC(C)C)c(=O)c3ccccc23)s1 | 8% | 1% | 22% | 12%&-12% | -22% | 3 | -12% | 17% | -31%
